High-throughput results: PubChem BioAssay, NMMLSC
ABCB1 inh = blocks JC-1 efflux by human ABCB1 transporter; CCRF-Adr cells, flow cytometry; AID 1326; 190,000 compounds, 0.067% hits; P08183; inhibition, % at 6.6 µM; in the data active means inhibition above about 40%;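 further: 0% = vehicle and 100% = reference inhibitor; higher value means more JC-1 retained so stronger ABCB1 efflux block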
Bim-Bcl-W = human Bim-Bcl-W interaction inhibition; AID 952; bead-based flow cytometry, Bim peptide-Bcl-W binding; inhibition, % at 10 µM; 190,000 compounds, 0.02% hits;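 further: 0% = bound tracer without compound and 100% = peptide blocker; higher means less fluorescent Bim peptide bound to Bcl-W beads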
Bim-Bfl-1 = human Bim-Bfl-1 interaction inhibition; Q16548; Bead-based flow cytometry, Bim-Bfl-1 binding inhibition; inhibition, % at 10 µM; 190,000 compounds, 0.12% hits; AID 1008;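 further: 0% = wells without compound plus tracer and 100% = blocker peptide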
RGS7-Gao = human RGS7-Galphao interaction regulation; P09471; Multiplexed bead flow cytometry, RGS7-Galphao binding; actives lie on both sides; binding response (% of control), % at 10 µM; 220,000 compounds, 0.35% hits; AID 1439; in the data active means binding response below about 49% or above about 150%;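 further: fluorescent Galphao held in activated GDP-AlF4 state binding bead-coupled RGS7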
Target sequence (P09471 whole entry, looked up): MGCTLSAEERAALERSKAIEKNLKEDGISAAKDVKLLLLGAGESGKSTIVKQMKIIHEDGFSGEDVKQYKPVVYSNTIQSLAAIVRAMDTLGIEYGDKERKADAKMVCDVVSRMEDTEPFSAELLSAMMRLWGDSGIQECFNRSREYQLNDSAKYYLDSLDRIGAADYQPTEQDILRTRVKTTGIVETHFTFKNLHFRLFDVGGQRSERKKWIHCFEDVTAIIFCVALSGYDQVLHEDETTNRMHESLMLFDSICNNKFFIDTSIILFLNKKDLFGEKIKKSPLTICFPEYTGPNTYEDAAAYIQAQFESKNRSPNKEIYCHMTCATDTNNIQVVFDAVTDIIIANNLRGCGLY
Bim-Bcl-B = inhibitors of Bim-Bcl-B interaction, human; Q9HD36; bead-based flow cytometry, Bim peptide-Bcl-B binding; inhibition, % at 10 µM; 190,000 compounds, 0.073% hits; AID 951;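 further: 0% = tracer peptide without compound and 100% = reference inhibitor peptide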
Target sequence (Q9HD36 whole entry, looked up): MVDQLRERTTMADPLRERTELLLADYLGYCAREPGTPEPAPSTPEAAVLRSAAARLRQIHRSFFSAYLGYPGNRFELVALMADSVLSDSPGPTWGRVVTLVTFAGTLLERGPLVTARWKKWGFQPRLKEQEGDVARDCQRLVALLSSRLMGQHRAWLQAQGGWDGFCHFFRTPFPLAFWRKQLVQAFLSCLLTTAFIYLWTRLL
GSH fluor = compound fluoresces at 488/530 nm on GSH beads; GSH beads flow cytometry, compound fluorescence 488/530 nm; hits give high values; 190,000 compounds, 0.25% hits; fluorescence (KMESF) at 10 µM; in the data active means fluorescence above about 89;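 further: glutathione beads carrying GST-tagged Bcl family fusion proteins plus one bare bead set; values are compound well signal with DMSO vehicle wells as background; inactives centre near 16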
Bcl-XL Bim block = disrupts Bim peptide binding to human Bcl-XL | 190,000 compounds, 0.04% hits | bead flow cytometry, fluorescence | inhibition, % at 10 µM | AID 1007 | Q07817
Target sequence (Q07817 whole entry, looked up): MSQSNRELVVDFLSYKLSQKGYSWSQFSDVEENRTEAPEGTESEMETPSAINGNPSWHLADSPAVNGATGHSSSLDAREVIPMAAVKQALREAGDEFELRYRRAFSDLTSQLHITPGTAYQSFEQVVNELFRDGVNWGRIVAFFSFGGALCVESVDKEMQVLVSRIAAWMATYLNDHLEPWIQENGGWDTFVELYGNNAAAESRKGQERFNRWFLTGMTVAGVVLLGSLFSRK
ABCG2 inh = blocks JC-1 efflux by human ABCG2 transporter | Q9UNQ0 | IgMXP3 cells, flow cytometry | inhibition, % at 6.6 µM | 190,000 compounds, 0.1% hits | AID 1325;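 active means inhibition above 80%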;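 further: 0% = DMSO and 100% = nicardipine control wells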
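Test system: IgMXP3 cells (ABCG2) mixed with DDAO far-red-labelled CCRF-Adr cells (ABCB1). Reagent: JC-1 transporter substrate. Compound dosing: single test compound dose, 6.6 µM final. Times: 10 min compound exposure, 25 °C. Detection: flow cytometry of retained JC-1 fluorescence. Read-out basis: efflux inhibition in percent versus controls. Controls: nicardipine and DMSO wells.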
Bim-Bcl-2 = inhibitors of Bim-Bcl-2 interaction, human. P10415. Bead-based flow cytometry, Bim peptide-Bcl-2 binding. 190,000 compounds, 0.06% hits. inhibition, % at 10 µM; in the data active means inhibition above about 40%;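 further: 0% = no compound wells with probe peptide and 100% = reference peptide inhibitor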
Target sequence (P10415 whole entry, looked up): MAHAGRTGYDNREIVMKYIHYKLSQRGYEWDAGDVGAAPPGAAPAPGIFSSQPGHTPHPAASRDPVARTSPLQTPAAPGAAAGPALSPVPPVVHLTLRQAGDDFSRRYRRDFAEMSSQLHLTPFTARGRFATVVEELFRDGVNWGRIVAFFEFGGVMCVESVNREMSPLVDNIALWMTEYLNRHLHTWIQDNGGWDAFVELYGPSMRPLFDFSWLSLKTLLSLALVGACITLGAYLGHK
Avidin fluor = avidin bead compound fluorescence profile; fluorescence (KMESF) at 10 µM; Avidin beads, compound fluorescence 488/530 nm, flow cytometry; hits give high values; 220,000 compounds, 0.38% hits; in the data active means fluorescence above about 47; further: inactives centre near 10
RGS4-Gao reg = human RGS4-Galphao interaction regulation; P09471; Multiplexed bead flow cytometry, RGS4-Galphao binding; actives lie on both sides; binding response (% of control), % at 10 µM; 220,000 compounds, 0.33% hits; in the data active means binding response below about 49% or above about 150%; inactive means in between;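 further: fluorescent Galphao activated with aluminum fluoride binding bead-coupled RGS4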
Starred values were filed as active, the others as inactive. Unless noted, no stated cut-off is given here; in the data, active means inhibition above about 40%.

SMILES | ABCB1 inh | Bim-Bcl-W | Bim-Bfl-1 | RGS7-Gao | Bim-Bcl-B | GSH fluor | Bcl-XL Bim block | ABCG2 inh | Bim-Bcl-2 | Avidin fluor | RGS4-Gao reg
O=C(C(Cc1ccc(Cl)cc1)NS(=O)(=O)c1ccccc1)N1CC[C@@]2(O)CCCC[C@H]2C1 (stereo partly specified) | 0.3 | 0 | -2 | 97 | -1 | 9 | -2 | 0 | 2 | 22 | 101
O=C(NCc1ccco1)c1cccn2c(=O)c3c4c(sc3nc12)CCCC4 | 1.4 | 5 | 0 | 92 | 7 | 19 | 7 | 2 | 1 | 7 | 97
O=C(CSc1ncn[nH]1)Nc1nc(-c2ccccc2)cs1 | 0.1 | 5 | -12 | 97 | -8 | 44 | 2 | 2 | -8 | 6 | 96
COc1ccc(CNS(=O)(=O)c2ccc(F)c(C(=O)Nc3ccccc3OC)c2)cc1 | 0.3 | -4 | 0 | 97 | -2 | 75 | -3 | 2 | -2 | 9 | 101
Cc1ccc2cc(C(c3nnnn3C(C)(C)C)N3CCCCCC3)c(=O)[nH]c2c1 (stereo unspecified) | 0.5 | -2 | 3 | 104 | -2 | 20 | -3 | 1 | 1 | 5 | 105
O=[N+]([O-])c1cnccc1Nc1ccccc1 | 0.4 | 0 | -10 | 100 | -7 | 12 | 1 | 5 | -9 | 12 | 103
O=C(CCc1nc2ccccc2c(=O)[nH]1)OCc1ccccc1F | 0.7 | -2 | -15 | 91 | -4 | 20 | -6 | 14 | -9 | 8 | 91
S=C(NCC1CCCO1)N1CCN(c2ccccc2)CC1 (stereo unspecified) | -0.1 | -2 | -6 | 100 | -5 | 13 | -2 | 2 | -4 | 10 | 101
C=CCOc1c2ccc(C(=O)NC3CCCc4ccccc43)cc2nn1C (stereo unspecified) | 1.2 | -5 | 0 | 101 | -4 | 21 | -1 | 3 | -1 | 11 | 100
CCCC(=O)NC(=S)Nc1nc(-c2ccc(OC)cc2)cs1 | -0.2 | -4 | -7 | 99 | -9 | 10 | -8 | 0 | -6 | 6 | 99
Cc1cccc(N2CCN(C3=NC(=O)/C(=C\c4cn[nH]c4-c4ccccc4)S3)CC2)c1 | -0.3 | 4 | 13 | 84 | 7 | 13 | 13 | 3 | 10 | 7 | 83
COc1cc2ccccc2cc1C(=O)Nc1ccc(Cc2ccncc2)cc1 | 0.5 | 5 | -10 | 98 | -9 | 61 | 1 | 2 | -7 | 8 | 100
OC(CNCC1CCCO1)Cn1c2ccc(Br)cc2c2cc(Br)ccc21 (stereo unspecified) | 0.0 | -17 | -15 | 102 | -25 | 37 | -16 | 0 | -13 | 9 | 104
COc1cc(NC(=O)c2cccs2)cc(OC)c1 | 0.1 | 0 | -2 | 93 | -3 | 13 | -3 | 1 | 0 | 33 | 96
CC(C)N1CCC(N2CCN(C3CCCCC3)CC2CCO)CC1 (stereo unspecified) | 0.3 | 0 | -3 | 101 | -3 | 10 | -4 | 6 | -2 | 11 | 100
Cc1nc2cc(NC(=O)NCc3ccco3)ccc2o1 | 0.1 | 2 | 0 | 100 | 0 | 14 | 0 | 4 | -2 | 12 | 100
O=C(O)/C=C\C(=O)Nc1ccccc1C#Cc1ccc(Br)cc1 | 0.4 | 0 | -10 | 95 | -4 | 40 | -9 | 1 | -9 | 7 | 93
CC1(C)CC(=O)c2cc(OCC(=O)N3CCCCCC3)ccc2O1 | 0.2 | -3 | 0 | 100 | -3 | 12 | -6 | 0 | -3 | 33 | 94
CCCCNC(=O)c1cc2ccccc2s1 | 1.0 | 0 | 3 | 98 | -4 | 13 | -2 | 9 | -1 | 22 | 100
CCn1c2ccccc2c2cc(NC(=O)CCCN3C(=O)CCC3=O)ccc21 | 0.3 | -2 | -4 | 95 | -4 | 32 | -15 | 1 | -1 | 6 | 93
COc1ccc(S(=O)(=O)CCC(=O)N2c3ccccc3CC2C)cc1 (stereo unspecified) | 0.1 | 0 | -16 | 99 | -7 | 23 | -7 | 9 | -10 | 27 | 100
COc1ccccc1N=c1scc(-c2ccc3c(c2)NC(=O)CO3)n1CC1CCCO1 (stereo unspecified) | 0.0 | 0 | -9 | 97 | -6 | 8 | -5 | 0 | -11 | 8 | 98
CCc1cc(=O)oc2cc(OCC(=O)N(CC)CC)c(Cl)cc12 | 1.1 | 1 | -9 | 101 | -2 | 20 | -1 | 4 | -7 | 10 | 96
O=C(CCCN1C(=O)c2ccccc2C1=O)Nc1c2c(nc3c1CCC3)CCC2 | 1.7 | 0 | 0 | 103 | 2 | 17 | 0 | 5 | -3 | 6 | 102
Cc1ccsc1C(=O)c1sccc1C | 0.2 | -3 | -2 | 97 | -9 | 5 | -6 | 3 | -4 | 2 | 100
(listing goes on)
SMILES | ABCB1 inh | Bim-Bcl-W | Bim-Bfl-1 | RGS7-Gao | Bim-Bcl-B | GSH fluor | Bcl-XL Bim block | ABCG2 inh | Bim-Bcl-2 | Avidin fluor | RGS4-Gao reg
COc1ccc(C(=O)c2sc3nc(C)cc(-c4cccs4)c3c2N)cc1OC | 18 | 1 | 0 | 102 | -19 | 9 | 0 | 10 | 9 | 17 | 104
O=S(=O)(Nc1ccc(S(=O)(=O)N2CCCCC2)cc1)c1cccs1 | -0.1 | 0 | -2 | 100 | -1 | 20 | -2 | -1 | -2 | 8 | 103
COc1cc2c(=O)nc3n(c2cc1OC)C(c1ccccc1)N=C(N)N3 (stereo unspecified) | 0.0 | 0 | -2 | 94 | 2 | 22 | 0 | 0 | 1 | 7 | 95
COc1cc(/C=C2/NC(=O)N(c3cccc(Cl)c3)C2=O)ccc1O | 0.1 | 4 | -5 | 88 | -4 | 9 | -4 | 2 | 0 | 11 | 93
Cn1c(CCN2CCCCC2)nc2cc(NC(=O)Nc3ccccc3)ccc21 | 0.1 | -1 | 1 | 105 | 0 | 11 | -3 | 0 | 0 | 24 | 104
CCOC(=O)c1cc(CC)sc1NC(=O)CSc1nc2ccccc2c(=O)n1Cc1ccco1 | 0.1 | -3 | -8 | 99 | -10 | 13 | -4 | -1 | -2 | 12 | 100
CC1CC(C)CN(C(=O)CSc2nc(N)cc(=O)[nH]2)C1 (stereo unspecified) | -0.2 | -4 | -7 | 103 | -7 | 11 | -5 | 0 | -5 | 12 | 104
Cc1ccc(C(=O)NN2C(=O)C3C4c5ccccc5C(c5ccccc54)[C@@H]3C2=O)cc1 (stereo partly specified) | 0.2 | -6 | -6 | 99 | -6 | 12 | -7 | 2 | -3 | 10 | 103
CCN1C(=O)S/C(=C/c2cn(C)c3ccccc23)C1=O | 1.8 | 0 | -1 | 98 | -7 | 4 | -5 | 16 | -4 | 12 | 101
COc1cccc(-n2ccnc2SCC(=O)N2CCCc3ccccc32)c1 | 1.7 | -5 | -7 | 100 | -9 | 13 | -9 | 4 | -5 | 12 | 98
Cn1c(C(=O)N2CCN(C3CCCCC3)CC2)cc2c(=O)n(C)c3ccccc3c21 | 0.2 | -5 | -3 | 98 | -4 | 22 | -4 | 1 | 0 | 4 | 101
COC(=O)c1c(C(=O)OC)c(-c2ccc(Cl)cc2)n2c1CS(=O)(=O)C2 | 0.8 | 2 | -3 | 101 | -2 | 14 | 0 | 7 | -3 | 11 | 102
CCOC(=O)CSC1=C(C#N)C(c2ccc(C)cc2)C(C(=O)OC)C(=O)N1 (stereo unspecified) | 0.6 | 2 | -1 | 97 | -3 | 9 | -4 | 1 | -5 | 10 | 95
Cc1ccnc(NC(=O)CSc2cc(=O)n(C)c3ccccc23)c1 | 2.0 | -2 | -15 | 97 | -9 | 30 | -3 | 15 | -11 | 16 | 100
CCOC(=O)C1CCCN(C(=O)c2ccccc2SCCOC)C1 (stereo unspecified) | 0.5 | -3 | -14 | 145 | -10 | 30 | -5 | 0 | -12 | 102* | 111
Cc1cc(C)nc(N2CCC(C(=O)Nc3nnc(C)s3)CC2)n1 | 0.8 | 1 | -11 | 102 | -5 | 61 | 2 | 4 | -7 | 12 | 100
COc1ccc([N+](=O)[O-])cc1NC(=O)C(C)c1ccccc1 (stereo unspecified) | 1.6 | -5 | -1 | 100 | -5 | 6 | -6 | 21 | -4 | 2 | 99
Cn1c(=NC(=O)C2CC2)sc2cc(F)cc(F)c21 | -0.2 | 0 | 1 | 96 | -1 | 14 | -4 | 1 | -2 | 17 | 97
CCN(CC)S(=O)(=O)c1ccc(C(=O)C(C#N)c2ccccn2)cc1 (stereo unspecified) | 0.2 | 3 | 0 | 101 | -3 | 6 | -7 | 1 | -3 | 7 | 97
Cn1ccnc1Sc1nc2ccccc2nc1NS(=O)(=O)c1ccccc1 | 0.1 | -1 | -14 | 103 | -10 | 20 | -8 | -10 | -11 | 27 | 101
O=C1NC(c2ccc(Br)cc2)=N/C1=C/c1ccco1 | -1.0 | -2 | 2 | 100 | 0 | 10 | 0 | -5 | 8 | 4 | 96
Cc1ccc(-c2nn(-c3ccccc3)cc2C(=O)Nc2ccc(C)c(S(=O)(=O)N3CCOCC3)c2)cc1 | 0.7 | -2 | -2 | 96 | -3 | 11 | -3 | 0 | -3 | 11 | 100
O=C1OC(Cc2ccccn2)C(=O)C1=C1SCCS1 (stereo unspecified) | 0.4 | -1 | -14 | 96 | -7 | 15 | -4 | 4 | -2 | 11 | 99
Cc1cc(C)c(OCC(=O)Nc2nc3ccccc3[nH]2)c(C)c1 | 0.0 | -4 | -11 | 99 | -3 | 12 | -4 | 0 | -5 | 24 | 101
CCOc1cc(OCC)nc(S(C)(=O)=O)n1 | 1.2 | 0 | -1 | 98 | -4 | 9 | -4 | 3 | 0 | 3 | 97
O=C1CCC(CCC(=O)N2CCCC(C(=O)c3ccc(Cl)cc3)C2)=NN1 (stereo unspecified) | 0.6 | -4 | -6 | 102 | -3 | 9 | 0 | 2 | -4 | 9 | 102
COc1ccc(-c2ccc(SCC(=O)N3CCN(c4ccccc4)CC3)nn2)cc1 | 0.0 | 0 | -6 | 104 | -2 | 20 | -2 | 0 | -1 | 10 | 102
O=C(Cc1cc(=O)[nH]c(=O)[nH]1)N1CCN(C(=O)c2ccco2)CC1 | 0.6 | 0 | -11 | 92 | -4 | 27 | -2 | 2 | -4 | 7 | 97
CC1CC(C)CN(C(=O)Nc2ccc(Br)cc2)C1 (stereo unspecified) | 0.0 | 0 | 0 | 101 | -4 | 19 | -1 | 0 | 0 | 11 | 101
COc1ccc(N2CCN(c3ncnc4c3nnn4Cc3ccccc3Cl)CC2)cc1 | 0.3 | -5 | 0 | 103 | -7 | 15 | -15 | 1 | 20 | 5 | 105

Random excerpt: two records from the list
SMILES | ABCB1 inh | Bim-Bcl-W | Bim-Bfl-1 | RGS7-Gao | Bim-Bcl-B | GSH fluor | Bcl-XL Bim block | ABCG2 inh | Bim-Bcl-2 | Avidin fluor | RGS4-Gao reg
COc1cc(/C=C2/NC(=O)N(c3cccc(Cl)c3)C2=O)ccc1O | 0.1 | 4 | -5 | 88 | -4 | 9 | -4 | 2 | 0 | 11 | 93
CCOC(=O)C1CCCN(C(=O)c2ccccc2SCCOC)C1 (stereo unspecified) | 0.5 | -3 | -14 | 145 | -10 | 30 | -5 | 0 | -12 | 102* | 111

Shown as a hit in Avidin fluor, of those listed so far:
SMILES | ABCB1 inh | Bim-Bcl-W | Bim-Bfl-1 | RGS7-Gao | Bim-Bcl-B | GSH fluor | Bcl-XL Bim block | ABCG2 inh | Bim-Bcl-2 | Avidin fluor | RGS4-Gao reg
CCOC(=O)C1CCCN(C(=O)c2ccccc2SCCOC)C1 (stereo unspecified) | 0.5 | -3 | -14 | 145 | -10 | 30 | -5 | 0 | -12 | 102* | 111
